Screens as filed in PubChem.
Rab2 wt GTP: changes GTP binding to wildtype dog Rab2A, up or down | P61105 | GST-Rab2 wt beads, Bodipy-GTP binding, flow cytometry | GTP binding activity, % at 10 µM | 0.19% of 190,000 active | AID 760;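 active means GTP binding activity at least 20 points away from 100%, either lowered or raised; inconclusive means signal likely due to the compound's own green fluorescence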;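 further: 0% = beads with excess unlabeled GTP and 100% = no-compound control corrected for plate trend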
Bcl-B Bim block: disrupts Bim peptide binding to human Bcl-B; Q9HD36; bead-based flow cytometry; inhibition, % at 10 µM; 0.073% of 190,000 active;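 further: 0% = tracer peptide without compound and 100% = reference inhibitor peptide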
Target sequence (Q9HD36 whole entry, looked up): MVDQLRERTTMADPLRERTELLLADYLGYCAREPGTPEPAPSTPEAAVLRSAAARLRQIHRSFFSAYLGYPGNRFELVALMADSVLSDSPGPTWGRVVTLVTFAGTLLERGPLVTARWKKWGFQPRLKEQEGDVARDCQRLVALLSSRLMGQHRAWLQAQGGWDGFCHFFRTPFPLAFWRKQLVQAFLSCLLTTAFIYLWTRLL
HRas wt GTP: modulators of GTP binding to human HRas wildtype; P01112; GST-Ras wt beads, Bodipy-FL-GTP binding, flow cytometry; actives lie on both sides; GTP binding activity, % at 10 µM; 0.14% of 190,000 active;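 active means GTP binding activity at least 20% away from the 100% baseline, either lowered as inhibitor or raised as activator; inconclusive means flagged as likely green fluorescent, judged across all proteins in the well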;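 further: 0% = unlabeled GTP competition control and 100% = no-compound control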
Target sequence (P01112 whole entry, looked up): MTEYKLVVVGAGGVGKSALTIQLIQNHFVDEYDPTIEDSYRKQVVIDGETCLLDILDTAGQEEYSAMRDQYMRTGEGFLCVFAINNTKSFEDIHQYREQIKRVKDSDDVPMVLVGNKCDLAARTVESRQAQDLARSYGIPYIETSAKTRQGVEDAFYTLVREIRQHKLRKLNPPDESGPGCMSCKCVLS
Bim-Bfl-1: inhibitors of Bim-Bfl-1 interaction, human | inhibition, % at 10 µM | 0.12% of 190,000 active | Bead-based flow cytometry, Bim-Bfl-1 binding inhibition | Q16548 | AID 1008;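 further: 0% = wells without compound plus tracer and 100% = blocker peptide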
Bim-Bcl-W: disrupts Bim peptide binding to human Bcl-W. 0.02% of 190,000 active. bead-based flow cytometry. inhibition, % at 10 µM;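 further: 0% = bound tracer without compound and 100% = peptide blocker; higher means less fluorescent Bim peptide bound to Bcl-W beads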
Target sequence (Q92843 whole entry, looked up): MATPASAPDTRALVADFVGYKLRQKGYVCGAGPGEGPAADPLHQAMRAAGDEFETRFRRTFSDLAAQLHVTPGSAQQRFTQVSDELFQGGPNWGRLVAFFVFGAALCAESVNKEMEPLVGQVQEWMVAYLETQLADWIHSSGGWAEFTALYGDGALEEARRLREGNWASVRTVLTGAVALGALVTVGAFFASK
Bim-Bcl-2: disrupts Bim peptide binding to human Bcl-2. 0.06% of 190,000 active. Bead-based flow cytometry, Bim peptide-Bcl-2 binding. AID 950. P10415. inhibition, % at 10 µM; in the data active means inhibition above about 40%; inconclusive means no clear call, values can overlap the other calls;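 further: 0% = no compound wells with probe peptide and 100% = reference peptide inhibitor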
Rab7 wt modul: dog Rab7 wildtype GTP binding, inhibitors and activators; GST-Rab7 beads, fluorescent GTP binding, flow cytometry; actives lie on both sides; untreated = 100%, excess cold GTP = 0%; GTP binding activity (percent of control), % at 10 µM; 0.055% of 190,000 active; AID 758;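 active means fluorescent GTP binding to Rab7 beads changed by at least 20 points from the 100% baseline, either direction, mostly lower; inconclusive means compound itself probably fluorescent, or too few beads counted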;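 further: median green fluorescence of bound Bodipy-FL-GTP per Rab7 bead population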
Cdc42 wt GTP: modulators (inhibitors or activators) of GTP binding to human Cdc42 wildtype. GST-Cdc42 beads, Bodipy-GTP binding, flow cytometry; actives lie on both sides. 0.2% of 190,000 active. AID 761. percent activity (GTP binding), % at 10 µM. P60953;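 active means percent activity GTP binding at least 20 points away from the 100% baseline, either down as inhibitor or up as activator; inconclusive means compound flagged as likely green fluorescent from well-wide comparison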;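 further: median bead fluorescence of bound Bodipy-FL-GTP at 100 nM; 0% = excess unlabeled GTP control and 100% = no compound control; below 100% means less GTP binding so inhibitor and above means activator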
Target sequence (P60953 whole entry, looked up): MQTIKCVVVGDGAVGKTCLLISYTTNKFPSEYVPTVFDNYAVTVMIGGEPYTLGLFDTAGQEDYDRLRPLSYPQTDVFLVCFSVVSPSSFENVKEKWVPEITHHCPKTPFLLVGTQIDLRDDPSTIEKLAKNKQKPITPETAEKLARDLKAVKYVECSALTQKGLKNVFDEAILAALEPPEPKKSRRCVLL
Rac1 act GTP bind: modulators of GTP binding to human Rac1 activated mutant | P63000 | 0.11% of 190,000 active | percent activity (GTP binding), % at 10 µM | GST-Rac1 activated beads, fluorescent GTP binding, flow cytometry; actives lie on both sides; 100% means binding = to untreated wells;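 active means GTP binding at least 20 percentage points away from the 100% baseline, in either direction, so actives lie on both sides; inconclusive means Compound likely fluorescent itself, or too few beads counted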
Rac1 wt GTP bind: modulators of human Rac1 wildtype GTP binding; P63000; GST-Rac1 beads, fluorescent GTP binding, flow cytometry; actives lie on both sides; 0 = cold GTP competed, 100 = untreated; GTP binding activity (% of control), % at 10 µM; 0.27% of 190,000 active; AID 757;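 active means GTP binding activity at least 20 points away from the 100% control level, either lower or higher; inconclusive means compound flagged as likely green fluorescent, judged across all proteins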
Bim-Bcl-XL: disrupts Bim peptide binding to human Bcl-XL; Q07817; bead flow cytometry, fluorescence; inhibition, % at 10 µM; 0.04% of 190,000 active
* marks the source's active call; other numbers are inactive results; ? = inconclusive. Unless noted, no stated cut-off is given here; in the data, active means inhibition above about 40%.

Start of the data: the first 2 records (preview)
SMILES	Rab2 wt GTP	Bcl-B Bim block	HRas wt GTP	Bim-Bfl-1	Bim-Bcl-W	Bim-Bcl-2	Rab7 wt modul	Cdc42 wt GTP	Rac1 act GTP bind	Rac1 wt GTP bind	Bim-Bcl-XL
CCOC(=O)Cn1cnc2c(nnn2-c2ccc(OC)cc2)c1=O	103	2	101	0	-1	3	103	101	100	102	3
O=C(Nc1ccc2c(c1)OCO2)c1ccc(S(=O)(=O)N2CCCC2)cc1	95	0	96	4	0	-1	98	94	96	94	0

The listing, from the start:
SMILES	Rab2 wt GTP	Bcl-B Bim block	HRas wt GTP	Bim-Bfl-1	Bim-Bcl-W	Bim-Bcl-2	Rab7 wt modul	Cdc42 wt GTP	Rac1 act GTP bind	Rac1 wt GTP bind	Bim-Bcl-XL
CCOC(=O)Cn1cnc2c(nnn2-c2ccc(OC)cc2)c1=O	103	2	101	0	-1	3	103	101	100	102	3
O=C(Nc1ccc2c(c1)OCO2)c1ccc(S(=O)(=O)N2CCCC2)cc1	95	0	96	4	0	-1	98	94	96	94	0
CCOC(=O)/C=C1\SCC(=O)N1CC(=O)NC(C)c1ccccc1 (stereo not given)	100	-4	101	0	0	2	101	105	97	104	0
COc1ccc(C/C(C)=N/NC(=O)c2cc(C)oc2C)cc1	98	3	98	1	2	6	88	96	97	100	-1
CCOC(=O)c1ccc(NC(=S)NCCCN2CCN(C3CCCCC3)CC2)cc1	99	0	100	0	-1	0	101	100	100	101	-4
CC(C)CN1CCN(Cc2cccn2-c2ccccn2)CC1CCO (stereo not given)	101	-2	101	-5	-2	-2	100	99	97	103	0
O=C(CN1CCN(Cc2ccc3c(c2)OCO3)CC1)N1CCc2[nH]c3ccc(F)cc3c2C1	101	1	102	0	0	-3	103	101	100	100	0
O=C1OCCC1Sc1nc2ccccc2n1-c1ccccc1 (stereo not given)	98	-1	98	0	-5	-3	93	102	100	100	-5
Cc1nnsc1SCCNC(=O)c1c(F)cccc1F	97	-11	99	-16	0	-12	96	100	94	97	-3
CCN(CC(=O)Nc1ccccc1OC)C(=O)C1CC2C=CC1C2 (stereo not given)	?	0	?	-2	-5	-2	?	?	?	?	-2
O=C(Nc1nc(N2C(=O)c3ccccc3C2=O)n(-c2ccccc2)n1)c1ccc(Cl)cc1	100	-8	102	-21	-2	-12	98	103	97	107	-9
O=C(N/N=C/c1ccco1)c1cc(-c2cccs2)[nH]n1	99	-5	97	-7	-1	-9	96	102	100	99	-3
Cc1ncc([N+](=O)[O-])n1CC(=O)NC(C)(C)C	98	-12	101	-15	-7	-9	103	100	99	107	-9
Cc1ccc(C2N(c3cccc(Cl)c3)C(=O)C3CCCN32)o1 (stereo not given)	102	1	101	1	-1	3	98	102	102	105	-2
Cc1ccc(Nc2nc(N3CCOCC3)nc(N3CCOCC3)n2)cc1	95	-3	96	-14	1	-2	93	98	95	96	-7
O=C(COC(=O)c1cccnc1)Nc1ccccc1	101	-6	101	-2	-5	-3	94	103	100	102	-2
Fc1ccc(-c2[nH]ncc2-c2nnnn2-c2ccccc2)c(F)c1	107	0	104	-2	-1	-3	104	104	101	102	-2
COc1ccc(-c2nn(-c3ccccc3)cc2CO)cc1OC	94	1	96	-1	2	0	95	99	97	96	0
Cc1ccc(N2C(=O)NC(NC(=O)C(C)(C)C)(C(F)(F)F)C2=O)cc1C (stereo not given)	99	-5	101	0	0	0	103	101	99	105	-6
CC(C)(C)OC(=O)N1CCCC1C(=O)N1CCc2ccccc21 (stereo not given)	102	1	101	-8	-4	5	100	104	101	109	-3
O=C(CSc1nc2ccccc2n1CCc1ccccc1)N1CCOCC1	97	-10	98	-15	-1	-10	99	98	98	101	-3
Cn1nc(-c2ccccc2)c(C(=O)NC(C(=O)O)c2ccccc2)c1Cl (stereo not given)	96	-3	96	-6	0	-7	98	95	98	99	-5
C[N+]1(C2CCC3CCC2C3O)CCCC1 (stereo not given)	98	-4	99	0	1	0	98	96	99	108	0
Cc1ccc(NC(=S)NCCN2CCOCC2)cc1	103	-6	104	-8	0	-6	104	102	102	110	-1
Cc1ccc(NC(=O)CCc2c(C)nc3ncnn3c2C)cc1	100	0	100	-2	0	0	102	100	99	99	1
O=C(C1CCN(Cc2cc(Cl)ccc2O)CC1)N1CCN(Cc2ccccc2)CC1	100	-7	101	-8	1	-9	98	104	102	101	-6
O=C1COc2ccc(C(=O)COC(=O)Cc3ccccc3F)cc2N1	95	-5	94	-7	-3	-5	98	96	94	97	-2
Cc1ccc2oc(=O)cc(CN3CCC(C)CC3)c2c1	100	0	101	0	-1	-3	101	98	100	101	-1
CCCCOCCCNCC(=O)Nc1ccc(S(N)(=O)=O)cc1	96	-3	95	-3	0	0	93	95	94	94	0
CCCCc1oc2ccccc2c1C(=O)c1cc(I)c(OCCN(CC)CC)c(I)c1	98	-10	98	1	1	3	92	104	103	101	0
CNC(=O)N(O)C1N(c2ccccc2)C(=S)SC1(C)C (stereo not given)	101	-2	103	1	-1	0	103	103	98	104	-3
COc1cccc(-c2csc(NC(=O)C3CC3)n2)c1	97	0	97	-3	0	-1	92	101	96	99	-2
CC1(C)S[C@@H]2[C@H](NC(=O)Cc3ccccc3)C(=O)N2[C@H]1C(=O)O	102	-6	99	-2	-4	-2	104	101	99	100	-7
O=c1cc(-c2ccccc2Cl)c2c([nH]1)CCC2	97	-11	102	-8	-3	-5	102	103	99	102	-6
CCOC(=O)c1c(/N=C/N(C)C)sc(/C=N/Nc2ccccc2)c1-c1ccccc1	102	-2	103	1	1	0	98	117	104	116	-3
Nc1nc2n(n1)C(=O)CC(c1ccccc1[N+](=O)[O-])N2 (stereo not given)	99	-3	95	-3	-12	-4	96	99	97	95	-15
CCCn1c(=NC(=O)c2ccco2)c(C(=O)OCC)cc2c(=O)n3ccccc3nc21	104	-2	102	0	0	-1	101	103	98	102	0
CCc1cc2c(=O)[nH]cnc2s1	100	0	100	-1	-1	-2	97	103	101	103	-5
Cc1cc(C)n(CC(=O)N/N=C/c2ccco2)n1	108	-5	107	-1	-3	-5	108	109	104	108	-5
C=CCNC(=O)C12CCC(C)(C(=O)C1Br)C2(C)C (stereo not given)	102	0	105	0	0	1	98	105	103	105	0
O=C(Nc1ccc2oc(-c3ccncc3)nc2c1)c1ccccc1	99	6	98	6	-1	1	101	96	93	97	0
O=C(C1=C(O)C(=O)N(Cc2cccnc2)C1c1ccccn1)c1cccs1 (stereo not given)	97	-1	101	-4	1	1	106	97	96	98	0
O=S(=O)(Cc1cc(Oc2ccccc2)nc(-c2ccccc2)n1)c1ccccc1	99	-1	100	-3	0	3	93	100	98	100	-2
CCCCNC(=O)C1C2C=CC3(CN(Cc4ccccc4Cl)C(=O)C13)O2 (stereo not given)	96	3	98	0	1	0	96	95	96	94	3
Cc1ccc(-c2nnc(SCC(=O)N3CCN(c4ccccc4)CC3)o2)cc1	100	-7	98	-9	-1	-5	100	97	98	102	-4

Profiles as entered above. Screens in order: Rab2 wt GTP | Bcl-B Bim block | HRas wt GTP | Bim-Bfl-1 | Bim-Bcl-W | Bim-Bcl-2 | Rab7 wt modul | Cdc42 wt GTP | Rac1 act GTP bind | Rac1 wt GTP bind | Bim-Bcl-XL
Entry for CCc1cc2c(=O)[nH]cnc2s1 : 100 | 0 | 100 | -1 | -1 | -2 | 97 | 103 | 101 | 103 | -5
Entry for COc1cccc(-c2csc(NC(=O)C3CC3)n2)c1 : 97 | 0 | 97 | -3 | 0 | -1 | 92 | 101 | 96 | 99 | -2
Entry for CCOC(=O)c1c(/N=C/N(C)C)sc(/C=N/Nc2ccccc2)c1-c1ccccc1 : 102 | -2 | 103 | 1 | 1 | 0 | 98 | 117 | 104 | 116 | -3
Entry for C=CCNC(=O)C12CCC(C)(C(=O)C1Br)C2(C)C (stereo not given) : 102 | 0 | 105 | 0 | 0 | 1 | 98 | 105 | 103 | 105 | 0
Entry for Cc1cc(C)n(CC(=O)N/N=C/c2ccco2)n1 : 108 | -5 | 107 | -1 | -3 | -5 | 108 | 109 | 104 | 108 | -5

(list continues)
SMILES	Rab2 wt GTP	Bcl-B Bim block	HRas wt GTP	Bim-Bfl-1	Bim-Bcl-W	Bim-Bcl-2	Rab7 wt modul	Cdc42 wt GTP	Rac1 act GTP bind	Rac1 wt GTP bind	Bim-Bcl-XL
CCCNC(=O)[C@H](Cc1c[nH]c2ccccc12)NC(=O)c1ccccc1Cl	97	-7	98	-3	-3	-6	95	100	98	104	-6
CCOC(=O)CN1C(=O)C(=O)c2cccc(C)c21	98	-4	97	-5	1	-8	96	102	98	99	-2
CCN(CC)c1ccc(/C=N/Nc2nc(C)cc(C)n2)c(O)c1	96	-7	98	28	16	7	100	96	98	101	-1
O=C(N/N=C/c1ccc[nH]1)c1ccc2c(c1)OCO2	95	-4	98	-6	0	-4	105	95	96	98	0
COc1ccc(CNC(=O)C2C3C=CC4(CN(Cc5cccnc5)C(=O)C24)O3)cc1 (stereo not given)	102	-5	98	-3	-4	-7	100	96	95	93	-5
COc1ccccc1NC(=O)c1ccc(NC(=O)CSc2nncn2C)cc1	103	-2	103	0	-5	0	101	101	101	106	-5
COc1ccc(OC)c(CC(NC(C)=O)C(=O)NC2CCN(c3c(Cc4ccccc4)c(C)nc4ncnn34)CC2)c1 (stereo not given)	97	-3	99	-2	-3	0	99	103	100	114	-4
CN(C)c1ccc(/C=C2\CCCCC2=O)cc1	96	-5	96	3	0	-2	99	102	99	100	-6
Cc1c(N=Cc2nc3ccccc3n2C)c(=O)n(-c2ccccc2)n1C	98	-8	97	-15	0	-8	94	100	98	100	-7
O=C(CC(Nc1ccccc1)C(=O)O)c1ccccc1 (stereo not given)	101	-4	104	-9	0	-1	105	103	97	106	-29
CCOC(=O)c1sc(NC(=O)Nc2ccccc2Cl)cc1C	102	-4	103	0	-5	-3	101	101	102	107	-2
